# Compound activity (PubChem BioAssay)
# MEKK3 PB1 HTS: modulators of MEKK3-MEK5 PB1 binding, primary screen, biochemical, wildtype MEKK3, multiplex bead flow cytometry, Alexa488-MEK5; actives 1.4% (n = 290,000); binding response (% of control), % at 10 µM; bead-based flow cytometry, Alexa488-MEK5 binding to MEKK3; actives lie on both sides; 0 = blocked by unlabeled MEK5, 100 = vehicle; Mitogen-activated protein kinase kinase kinase 3 (Homo sapiens), Q99759;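 active means binding response more than 3 SD above or below the average of its plate-row segment, actives on both sides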;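 further: Alexa488 bead fluorescence after subtracting the streptavidin-only scavenger bead signal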
# Target sequence (Q99759 whole entry, looked up): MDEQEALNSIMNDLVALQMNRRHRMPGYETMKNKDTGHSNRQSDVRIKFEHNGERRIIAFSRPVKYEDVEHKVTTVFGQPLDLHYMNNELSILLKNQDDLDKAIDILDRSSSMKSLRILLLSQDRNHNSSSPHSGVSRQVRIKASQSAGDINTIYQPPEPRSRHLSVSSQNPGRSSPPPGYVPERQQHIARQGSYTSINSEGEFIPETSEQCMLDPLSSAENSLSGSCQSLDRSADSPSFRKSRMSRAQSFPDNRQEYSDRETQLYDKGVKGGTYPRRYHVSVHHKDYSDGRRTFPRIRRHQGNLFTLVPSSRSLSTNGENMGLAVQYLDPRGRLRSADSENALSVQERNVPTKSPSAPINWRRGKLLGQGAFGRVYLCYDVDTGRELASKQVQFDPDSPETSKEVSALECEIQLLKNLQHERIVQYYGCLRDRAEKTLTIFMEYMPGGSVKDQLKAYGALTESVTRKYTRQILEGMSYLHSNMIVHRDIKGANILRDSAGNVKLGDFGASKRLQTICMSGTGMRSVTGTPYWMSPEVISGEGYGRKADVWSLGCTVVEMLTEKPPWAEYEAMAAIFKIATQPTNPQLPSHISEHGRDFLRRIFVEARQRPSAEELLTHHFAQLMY
# IDE cell inh: human IDE inhibitors in live cells, primary screen, fluorescence polarization, HEK cells, FAbetaB substrate | Insulin-degrading enzyme (Homo sapiens), P14735 | FAbetaB cleavage | inhibition, % at 5.59 µM | actives 0.41% (n = 320,000) | AID 434962, 2010;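 active means percent inhibition above the average of all tested compounds plus 3 SD, set per screening campaign, cut at about 16% in these data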;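 further: IDE supplied by intact live HEK cells; FP after avidin binding of uncleaved biotin substrate so inhibition keeps polarization high; 0% = DMSO wells and 100% = 60 µM reference IDE inhibitor Ii1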
# IDE act: human IDE activators in live cells, primary screen, fluorescence polarization, HEK cells, FAbeta-B substrate | Insulin-degrading enzyme (Homo sapiens), P14735 | FAbeta-B cleavage; 0% vehicle, 100% cell-free pure enzyme wells | activation, % at 5.96 µM | AID 493087, 2011 | actives 0.073% (n = 340,000);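 active means activation above the mean of all tested compounds plus 3 SD, set per screening campaign, cut at about 17% in these data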
# MEKK2 mut-MEK5: MEK5 binding signal on mutant MEKK2 PB1, primary screen, biochemical, multiplex bead flow cytometry, Alexa488-MEK5; percent response, % at 10 µM; actives 0.35% (n = 290,000); Alexa488-MEK5 binding to MEKK2 mutant; in the data active means percent response above about 24%, passing the limit was not always enough; further: inactives centre near 1; some results filed as inactive read as strong as hits; reference of the scale not given here
# UBC9 SUMO inh: inhibitors of in vitro SUMOylation cascade, primary screen, biochemical, HTRF, uHTS; actives 0.36% (n = 290,000); inhibition, % at 35 µM; HTRF SUMOylation assay, SAE1/SAE2 + UBC9; in the data active means inhibition above about 50%, passing the limit was not always enough; further: strong numbers were not always called active
# Target sequence (P63279 whole entry, looked up): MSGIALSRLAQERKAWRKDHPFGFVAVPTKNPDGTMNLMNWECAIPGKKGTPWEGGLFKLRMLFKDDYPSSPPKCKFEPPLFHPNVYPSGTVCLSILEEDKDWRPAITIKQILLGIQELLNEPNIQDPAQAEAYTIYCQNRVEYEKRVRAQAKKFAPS
# MEKK2wt PB1 HTS: modulators of MEK5 binding to wildtype MEKK2, primary screen, biochemical, multiplex bead flow cytometry, Alexa488-MEK5. Mitogen-activated protein kinase kinase kinase 2 (Homo sapiens), Q9Y2U5. Alexa488-MEK5 binding to MEKK2 WT; actives lie on both sides. binding response (% of control), % at 10 µM. actives 1.1% (n = 290,000). AID 1531, 2009; in the data active means binding response below about 67% or above about 130%
# PfM18AAP inh: PfM18AAP inhibitors, malaria aminopeptidase, primary screen, biochemical, QFRET, recombinant enzyme | M18 aspartyl aminopeptidase (Plasmodium falciparum 3D7) | H-Glu-NHMec fluorogenic cleavage | inhibition, % at 7.35 µM | actives 1.2% (n = 290,000) | AID 1822, 2009;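 active means inhibition above the campaign mean inhibition over all tested compounds plus 3 SD, cut at about 28% in these data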;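 further: 0% = plate median of test compound wells and 100% = 2 mM ZnCl2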
# NALP1 inh: NALP1 inflammasome inhibitors in reconstituted yeast, colorimetric, S. cerevisiae, triplicate retest. S. cerevisiae NALP1/ASC/caspase-1 growth, X-gal OD620, 72 h. inhibition, % at 10 µM. actives 0.61% (n = 280,000). AID 2071, 2009; in the data active means inhibition mostly above about 24%, no sharp cut-off; inactive means mostly below about 32%; further: some compounds called inactive have numbers as strong as hits
# pCIP destab: p/CIP-EGFP fusion destabilizers, primary screen, fluorescence, F442A cells; Q05BA5; 16 h; decrease of EGFP signal, % at 10 µM; actives 0.01% (n = 290,000);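 active means EGFP signal decrease of at least 30% at 10 µM or well 3 SD below plate mean, unless failing retest; inactive means the rest, including hits failing retest or dose response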; further: some compounds called inactive have numbers as strong as hits; many of its hits are not listed in these tables
# * = called active by the depositor; · = no result given; & = joins results of further samples.
UBC9 SUMO inh	IDE act	MEKK2wt PB1 HTS	pCIP destab	PfM18AAP inh	IDE cell inh	MEKK2 mut-MEK5	MEKK3 PB1 HTS	NALP1 inh	molecule
-4	-3	107	2	-2	-3	2	101	10	Nc1nc(SCC(=O)Nc2ccc([N+](=O)[O-])cc2)[nH]c(=O)c1NC(=O)c1ccc(Br)o1
3	4	99	16	5	4	0	104	13	Cc1cnn2c(C3CC3)ccnc12
6	-3	105	2	-12	-1	7	103	-5	O=C(N/N=C/c1ccccn1)c1c[nH]c2ccccc12
-7	0	93	1	-1	8	-2	97	34	CCN1C(=O)C2(SC(NC(C)=O)=NN2C(C)=O)c2cc(C)cc(C)c21 (stereo unspecified)
0	5	114	3	-10	2	15	116	1	O=C(Nc1ccc2nc3n(c(=O)c2c1)CCCCC3)c1ccccc1Cl
-24	5	223*	-8	4	0	23	109	14	COc1cc(CNC(C)c2ccccc2)cc(Br)c1OCc1ccc(F)cc1 (stereo unspecified)
·	0	96	·	-9	-5	1	93	·	O=C(Cn1cnc2c(oc3ccccc32)c1=O)NCCc1ccccc1
15	3	100	-16	-1	4	4	102	-27	C=C1CCC[C@]2(C)C[C@H]3OC(=O)C(CN4CCOCC4)[C@H]3C[C@@H]12 (stereo partly specified)
20	18*	118	-12	4	5	9	104	·	Cc1ccc2c(c1)c1c(n2CC(O)CNC2CCCC2)CCCC1 (stereo unspecified)
5	·	102	7	0	-5	-4	99	9	CCCCc1cc2c(c(NC(C)=O)n1)c(=O)oc1ccccc12
-8	1	107	3	1	-1	-2	113	10	O=C(CSc1ccccn1)Nc1ccc(N2CCOCC2)cc1
8	-6	98	4	4	-3	1	97	4	Cc1ccc(C(=O)C2=C(O)C(=O)N(c3ncccn3)C2c2ccc(Cl)cc2)o1 (stereo unspecified)
1	2	100	6	1	0	-1	100	1	Cc1c(CC(=O)NCC(C)C)c(=O)oc2cc3c(cc12)CCC(C)(C)O3
7	3	95	0	-4	6	4	99	-5	O=C(Cn1ccc([N+](=O)[O-])n1)Nc1ccccn1
6	-3	100	-4	-3	-2	5	98	8	N#Cc1ccccc1NC(=O)CN1CCN(Cc2ccccc2)CC1
-10	4	114	-2	1	7	6	102	·	CC1CCN(CC(CS(=O)(=O)c2ccc([N+](=O)[O-])cc2)N2CCC(C)CC2)CC1 (stereo unspecified)
2	-1	101	0	-5	-8	5	99	3	COc1cc(S(=O)(=O)NC2CCCC2)ccc1F
-20	-2	103	7	-6	0	3	99	13	CCOC(=O)/C(C#N)=C\c1ccco1
-5	2	101	-6	4	3	4	96	29	CS(=O)(=O)Nc1ccc([N+](=O)[O-])cc1Oc1ccccc1
0	2	105	0	-1	-4	8	104	-6	O=C(Cn1cnc2ccccc2c1=O)c1ccc(Br)cc1
4	3	104	-14	7	0	4	106	30	Cc1ccccc1NC(=O)C1CCCN(S(=O)(=O)c2cnc[nH]2)C1 (stereo unspecified)
13	1	·	-8	-11	0	·	·	4	O=C(NCc1cccs1)C1CC(c2ccccc2O)=NO1 (stereo unspecified)
-4	1	112	-9	-6	-4	-7	100	25	O=C(NCc1ccccn1)c1ccc(Cl)c(S(=O)(=O)Nc2ccccc2C(=O)NCc2ccccn2)c1
-3	3	96	8	-2	-11	-5	98	15	CCOc1ccc(S(=O)(=O)N2CCC(C(=O)NCc3ccccn3)CC2)cc1C
-1	2	88	12	6	8	-10	98	2	COc1ccccc1-c1nc(-c2ccccc2)[nH]c(=O)c1C#N
-9	-1	105	5	0	0	11	103	29	CCN(CC)S(=O)(=O)c1ccc(C(=O)NNC(=O)c2cccs2)cc1
13	5	85	-15	0	-5	-9	92	-1	COc1ccc(OC)c(C(c2nnnn2Cc2ccco2)N2CCN(C)CC2)c1 (stereo unspecified)
25	-6	102	-6	8	3	3	105	13	COc1ccc(OC)c(NC(=O)c2cc(OC(C)=O)cc(C(=O)Nc3cc(OC)ccc3OC)c2)c1
15	5	107	-15	5	1	6	104	-17	C=CCOc1ccc(CNC(C)(C)C)cc1OC
1	7	105	-9	-1	-3	6	108	-3	Cn1nc(-c2ccccc2)c(CSc2ccccc2Cl)c1Cl
15	10	103	-1	-6	-3	7	100	23	CCC(C)NS(=O)(=O)c1ccc(NS(=O)(=O)c2ccc(F)cc2)cc1 (stereo unspecified)
26	2	106	-14	17	2	13	100	11	C/C(CC1CC(C)OC1=O)=N\NC(N)=S (stereo unspecified)
-6	-2	101	5	-5	4	2	103	13	O=C(NC1CCCCCC1)c1ccc(CS(=O)Cc2ccccc2Cl)o1 (stereo unspecified)
3&10	-1&9	104&90	10&-15	-5&-1	-2&1	2&-8	102&93	-10	O=C(O)c1ncc(Cl)c(Cl)c1Cl
-3	4	104	0	12	2	-7	103	11	CC(C)CCN1CCC(n2nccc2NC(=O)C2CCOC2)CC1 (stereo unspecified)
-9	2	94	-8	-16	0	-5	99	-2	CC1CCc2sc(C(=O)NCc3ccc(F)cc3)cc2C1 (stereo unspecified)
0	7	111	3	6	3	8	107	10	O=C(Cn1ncc2c1-c1ccccc1OC2)N1CCN(c2ccccn2)CC1
-12	-2	102	-5	-2	-1	4	103	-38	CCOC(=O)c1ccc(NC(=O)NCc2ccccn2)cc1
22	6	102	-2	-10	0	2	101	-8	CCCc1nn(C(=O)c2ccccc2)c2c1C(=O)CC(C)(C)C2
-9	3	98	2	3	7	-4	108	16	O=C(COC(=O)CCOc1ccccc1)Nc1ncc(Cl)cc1Cl

# Of the compounds above, these contain a nitro group on carbon:
UBC9 SUMO inh	IDE act	MEKK2wt PB1 HTS	pCIP destab	PfM18AAP inh	IDE cell inh	MEKK2 mut-MEK5	MEKK3 PB1 HTS	NALP1 inh	molecule
-4	-3	107	2	-2	-3	2	101	10	Nc1nc(SCC(=O)Nc2ccc([N+](=O)[O-])cc2)[nH]c(=O)c1NC(=O)c1ccc(Br)o1
7	3	95	0	-4	6	4	99	-5	O=C(Cn1ccc([N+](=O)[O-])n1)Nc1ccccn1
-10	4	114	-2	1	7	6	102	·	CC1CCN(CC(CS(=O)(=O)c2ccc([N+](=O)[O-])cc2)N2CCC(C)CC2)CC1 (stereo unspecified)
-5	2	101	-6	4	3	4	96	29	CS(=O)(=O)Nc1ccc([N+](=O)[O-])cc1Oc1ccccc1

# Continuation.
UBC9 SUMO inh	IDE act	MEKK2wt PB1 HTS	pCIP destab	PfM18AAP inh	IDE cell inh	MEKK2 mut-MEK5	MEKK3 PB1 HTS	NALP1 inh	molecule
18	-3	106	-17	1	-5	-1	107	·	CC(C)N(C(=O)NC(=O)Nc1ccccn1)S(C)(=O)=O
7	2	96	-21	-2	-4	-5	101	15	COc1cccc(N(CC(=O)NCCSCc2ccco2)S(=O)(=O)c2ccccc2)c1
-16	2	105	-2	-4	7	13	102	1	CC1(C(=O)NC2CCCCCCC2)CCC(=O)N1Cc1cccs1 (stereo unspecified)
0	2	102	-48	6	·	2	100	3	CCCCc1ccc(NC(=S)N2CCCC2)cc1
-27	4	77	10	18	-4	-9	91	14	Cc1ccc(C)n1-c1ccc(N(C)C)cc1
18	-6	100	-13	7	7	1	96	1	Cc1ccc(NC(=O)c2sc3ncn(CC(=O)N4CCN(c5ccccn5)CC4)c(=O)c3c2C)cc1Cl
8	4	101	3	1	-4	3	103	-2	O=C(Nc1ccc(C(=O)N2CCN(c3ccc(F)cc3)CC2)cc1)C1=CSCCO1
3	2	94	-28	8	-3	-1	98	-12	O=C(CNS(=O)(=O)c1ccc2ccccc2c1)OCC(=O)c1ccc(Br)s1
13	-5	103	-9	9	9	1	99	·	FC(F)(F)c1ccc(-n2cn[nH]c2=S)cc1
13	6	103	-2	-6	-1	-1	104	-10	CCC(CC)C(=O)NCc1ccccc1Cl
5	-3	105	2	0	2	1	99	0	CCc1ccc(NC(=O)C(CC)Sc2nc3ccsc3c(=O)n2CCC(=O)O)cc1 (stereo unspecified)
8	0	101	2	-5	3	0	92	-81	Cc1cccc(NC(=O)C2CC(=O)OC23CCCC3)c1 (stereo unspecified)
-3	-3	99	-3	5	·	6	104	-1	COc1ccc(Cl)cc1NC(=O)CSc1nc(NS(=O)(=O)c2ccccc2)cc(=O)[nH]1
7	2	105	-4	-6	8	10	102	5	COc1ccc(S(=O)(=O)NCc2csc(C)n2)cc1OC
13	-6	95	-8	10	6	-3	97	10	Cc1ccc(CNC(=O)CCc2c(C)nn(-c3ccc(N4CCOCC4)nn3)c2C)cc1
·	2	97	·	·	-2	-1	88	·	O=C1[C@H]2[C@H](C=CC[C@H]2C(=O)N2CCN(c3ccccc3)CC2)CCN1Cc1ccccc1
19	5	104	-11	-1	5	5	103	2	CC(=O)Nc1ccc(NC(=O)CSc2nnc3ccc(-c4ccc(F)cc4)nn23)cc1
12	-7	111	4	-5	0	5	104	-4	O=C(NCCOc1nc(N2CCOCC2)nc(N2CCOCC2)n1)Nc1ccc(Cl)cc1
52	-1	96	-1	-16	-2	-9	99	-10	Cc1cccn2c(=O)c3cc(C#N)c(=NC(=O)c4ccco4)n(Cc4ccco4)c3nc12
-2	4	102	2	-12	12	-1	101	8	CCCCc1cc(=O)oc2cc(OCC(=O)NC(Cc3c[nH]c4ccc(O)cc34)C(=O)O)ccc12 (stereo unspecified)
19	0	103	-7	0	3	2	96	14	COc1ccccc1NC(=O)CN1C(=O)C(C)Oc2ccccc21 (stereo unspecified)
4	4	86	-17	-5	0	-6	83	24	Cc1ccc(NC(=O)C2C(=O)N(C)c3ccccc32)cc1 (stereo unspecified)
-5	0	99	-3	0	0	-3	98	·	Cc1cc(C)c2cc(CN(CCO)C(=O)NC3CCCCC3)c(=O)[nH]c2c1
-53	-3	103	-10	8	2	3	101	10	CSc1cccc(NC(=O)c2cc(S(=O)(=O)N3CCCCC3)c[nH]2)c1
6	-5	110	2	1	5	0	106	29	O=C(NC1CC1)c1cccc(Br)c1
13	9	106	-2	0	2	7	103	-4	C[C@H](NC(=O)Nc1ccc2c(c1)OCCO2)C(=O)O
-23	1	98	1	3	0	1	100	·	COc1ccc(NC(=S)NCCC(c2ccccc2)c2ccccc2)c(OC)c1
-24	·	92	-13	-11	·	1	95	11	CC(C)[C@@H]1NC(=O)c2cc([N+](=O)[O-])cc(F)c2NCCC[C@@H](C(N)=O)NC(=O)[C@H](CO)NC1=O
-3	4	95	-12	3	-4	-1	96	40	O=C(COC(=O)/C=C/c1ccc(S(=O)(=O)N2CCCCCC2)cc1)NCc1ccccc1Cl
10	3	89	-10	-15	1	4	101	2	CCc1ccccc1NC(=O)c1ccc(-n2c(C)ccc2C)cc1
24	4	94	-6	-6	0	-2	93	8	Cc1nn2c(C(F)(F)F)cc(-c3ccc(Cl)cc3)nc2c1C(=O)N1CCOCC1
-8	0	97	-9	2	·	-2	98	7	CCC(NC(=S)NC1CCCCC1)c1ccc(C(C)C)cc1 (stereo unspecified)
-8	-1	117	-2	-2	7	14	101	22	CN1CCc2c(sc(NC(=O)c3ccc(C(=O)c4ccccc4)cc3)c2C(N)=O)C1
18	5	100	8	1	2	0	101	-5	Cc1cc(O)ccc1NC(=O)c1ccccc1

# Only part of the results is shown; the hit share may differ from the screen's.
